# CAL PDZ FP – untagged CAL PDZ binding inhibitors, primary screen, biochemical, fluorescence polarization, HTS | Golgi-associated PDZ and coiled-coil motif-containing protein (Homo sapiens), Q9HD26 | purified CAL PDZ, TMR-peptide fluorescence polarization, 1 h | inhibition, % at 24.9 µM | hit rate 0.92% among 300,000;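 active = mean inhibition of at least 30% with at least half of replicates also reaching 30%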;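 also: 0% = DMSO neutral control and 100% = excess unlabeled competitor peptide PRC23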
# V-ATPase pH – regulators of yeast V-ATPase proton pumping, primary screen, pHLuorin cytosolic pH fluorescence; response, % at 10 µM; AID 504577, 2011; hit rate 0.37% among 350,000; S. cerevisiae; in the data active = response mostly above about 7.3%, no sharp cut-off; inactive = mostly below about 5.4%; also: actives read high; inactives centre near 0; some compounds called inactive have numbers as strong as hits; reference of the scale not given here
# HTR5A inv ctr – HTR5A inverse agonists in luminescence cell assay, primary screen, counter-screen for OPRM1-OPRD1 heterodimer inverse agonist project, full-deck HTS | HTR5A cell line, inverse agonism | inhibition, % at 9.3 µM | hit rate 0.083% among 340,000 | AID 504634, 2011; in the data active = inhibition mostly above about 23%, no sharp cut-off; inactive = mostly below about 18%;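 also: 0% = cells with DMSO and 100% = no-cell wells with DMSO; some compounds called inactive have numbers as strong as hits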
# Target sequence (P47898 whole entry, looked up): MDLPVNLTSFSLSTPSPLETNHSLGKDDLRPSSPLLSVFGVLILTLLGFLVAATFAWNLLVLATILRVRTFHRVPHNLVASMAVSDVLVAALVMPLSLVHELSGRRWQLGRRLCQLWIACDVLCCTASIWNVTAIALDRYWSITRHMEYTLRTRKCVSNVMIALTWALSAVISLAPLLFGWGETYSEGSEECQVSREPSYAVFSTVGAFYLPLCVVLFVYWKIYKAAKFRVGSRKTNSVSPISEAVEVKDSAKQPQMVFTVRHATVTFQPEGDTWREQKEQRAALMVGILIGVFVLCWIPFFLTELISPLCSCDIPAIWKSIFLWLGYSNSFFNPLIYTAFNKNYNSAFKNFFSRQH
# HTR5A ag – HTR5A agonists in luminescence cell assay, primary screen, counter-screen for OPRM1-OPRD1 heterodimer agonist project, full-deck HTS. activation, % at 9.3 µM. hit rate 0.61% among 340,000. 5-hydroxytryptamine receptor 5A (Homo sapiens), P47898. AID 504692, 2011. cell-based; in the data active = activation mostly above about 9.5%, no sharp cut-off; inactive = mostly below about 7.6%;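 also: 0% = cells with vehicle only and 100% = reference agonist; strong numbers were not always called active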
# C-LANA FP – inhibitors of KSHV C-LANA binding to DNA, primary screen, biochemical, fluorescence polarization, FAM-LBS DNA, MBP-C-LANA, single point. hit rate 0.078% among 340,000. AID 504423, 2011. inhibition, % at 9 µM;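 active = highest replicate inhibition at or above 60% at 9 µM, even if other replicates fall short; inactive = all replicates below 60% inhibition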;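 also: 0% = neutral control wells and 100% = 4 µM acridine orange control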
# MOR-DOR ag – agonists of OPRM1-OPRD1 heterodimerization, primary screen, cell-based, luminescence; Mu-type opioid receptor (Homo sapiens) + Delta-type opioid receptor (Homo sapiens), …; hit rate 0.3% among 340,000; activation, % at 9.3 µM; cells; in the data active = activation above about 18%;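 also: 0% = vehicle-treated cells and 100% = reference agonist; values of inactives mirror those of a sister screen read the other way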
# Keap1 Nrf2 FP – Keap1-Nrf2 protein-protein interaction inhibitors, primary screen, biochemical, fluorescence polarization, single point; Keap1 Kelch-Nrf2 peptide fluorescence polarization, 1536-well; inhibition, % at 9.4 µM; hit rate 0.15% among 340,000; in the data active = inhibition above about 12%;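 also: human Keap1 Kelch domain with fluorescein labeled Nrf2 9mer peptide probe; 0% = neutral control wells and 100% = peptide positive control; higher means more block of Keap1 binding to Nrf2 peptide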
# Target sequence (Q14145 whole entry, looked up, the tested form may be a part): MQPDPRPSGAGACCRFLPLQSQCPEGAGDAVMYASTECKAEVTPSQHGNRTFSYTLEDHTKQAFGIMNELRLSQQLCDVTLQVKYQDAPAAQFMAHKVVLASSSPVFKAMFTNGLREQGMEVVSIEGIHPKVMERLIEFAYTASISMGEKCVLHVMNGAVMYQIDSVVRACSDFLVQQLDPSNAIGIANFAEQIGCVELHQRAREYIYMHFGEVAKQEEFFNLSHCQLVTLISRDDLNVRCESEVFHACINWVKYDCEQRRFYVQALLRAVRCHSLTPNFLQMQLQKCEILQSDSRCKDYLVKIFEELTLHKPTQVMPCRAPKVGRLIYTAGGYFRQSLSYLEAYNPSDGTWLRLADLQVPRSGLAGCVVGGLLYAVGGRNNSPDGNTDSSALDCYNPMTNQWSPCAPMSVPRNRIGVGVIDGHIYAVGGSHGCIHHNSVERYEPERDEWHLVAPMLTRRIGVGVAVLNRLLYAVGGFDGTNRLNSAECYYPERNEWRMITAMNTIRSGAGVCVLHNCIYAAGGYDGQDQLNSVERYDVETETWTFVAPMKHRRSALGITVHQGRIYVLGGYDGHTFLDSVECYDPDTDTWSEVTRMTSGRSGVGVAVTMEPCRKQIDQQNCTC
# RTF Ca sens inh – cardiac RTF calcium sensitivity inhibitors, primary screen, biochemical, IANBD-TnC fluorescence, EC70 calcium | Troponin I, cardiac muscle (Homo sapiens) + Troponin T, cardiac muscle (Homo sapiens) + … | IANBD-labeled cardiac RTF, Ca2+ fluorescence | inhibition, % at 7.15 µM | hit rate 0.12% among 340,000;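 active = inhibition above the mean inhibition of all tested compounds plus 3 SD, cut at about 17% in these data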;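 also: assay run at fixed EC70 calcium of 1.6 mM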
# RTF Ca sens act – cardiac RTF calcium sensitivity activators, primary screen, biochemical, IANBD-TnC fluorescence, EC20 calcium. Troponin I, cardiac muscle (Homo sapiens) + Troponin T, cardiac muscle (Homo sapiens) + …. activation, % at 7.2 µM. hit rate 0.24% among 340,000. IANBD-labeled TnC RTF fluorescence at EC20 calcium; 0% EC20 calcium, 100% full calcium;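 active = activation above the mean over all tested compounds plus 3 SD, cut at about 30% in these data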;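 also: rise in fluorescence read as greater calcium sensitivity of cardiac thin filaments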
# OPRM1-OPRD1 inv – inverse agonists of MOR-DOR heterodimerization, primary screen, cell-based, luminescence. cell-based MOR-DOR heterodimer luminescence, inverse agonism. inhibition, % at 9.3 µM. hit rate 0.21% among 340,000. Mu-type opioid receptor (Homo sapiens) + Delta-type opioid receptor (Homo sapiens), …; in the data active = inhibition above about 22%, passing the limit was not always enough;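 also: 0% = cells with DMSO and 100% = wells without cells with DMSO; values of inactives mirror those of a sister screen read the other way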
# Active calls of the source: *; / = no result given.
SMILES,CAL PDZ FP,V-ATPase pH,HTR5A inv ctr,HTR5A ag,C-LANA FP,MOR-DOR ag,Keap1 Nrf2 FP,RTF Ca sens inh,RTF Ca sens act,OPRM1-OPRD1 inv
N#CCC(=O)Nc1cc(C(F)(F)F)ccc1N1CCOCC1,-4.9,-1.0,-15.7,-1.0,-0.9,-2.1,-3.1,-0.2,0.9,9.4
CCOC(=O)c1cccnc1SCC(=O)NC(C)CC (stereo unspecified),/,4.2,-4.4,4.0,-1.7,2.3,-2.6,-2.7,-4.7,-11.9
Cc1cc(C)nc(-n2nc(C)cc2NC(=O)CNC2CCCCC2)n1,-0.3,2.7,-9.9,0.6,-2.0,-2.6,-7.0,-5.3,9.6,15.3
Cc1cccnc1NC(=O)CNC(=O)COc1ccccc1,-7.7,-2.9,3.2,1.6,-1.1,-6.2,-3.0,10.2,-2.7,30.0
Cc1ccccc1OCC(=O)Nc1ccncc1,-0.3,-0.8,-27.7,7.5,-1.4,1.1,0.5,-1.9,-2.4,-5.0
O=C(Cc1nn[nH]n1)NCCC1=CCCCC1,-0.9,-3.3,10.8,2.6,-0.1,-2.7,-3.9,0.1,0.6,12.2
Cc1cccc(NS(=O)(=O)c2cc(C(=O)NCCC3=CCCCC3)ccc2Cl)c1,-3.2,-1.1,9.6,-0.4,1.4,1.5,5.9,-11.4,4.8,-8.8
Cn1cccc1C(=O)OCC(=O)c1ccc(Br)s1,-5.0,0.2,-4.3,1.1,-0.9,-0.8,-5.0,-8.5,2.4,3.4
O=C1CCC(=O)N1CN(Cc1ccco1)CN1C(=O)CCC1=O,0.0,-6.8,-4.1,1.6,0.2,-3.2,-8.9,-3.0,1.3,18.9
CN(Cc1ccccc1)C(=O)CCNS(=O)(=O)c1ccc2c(c1)oc(=O)n2C,/,0.1,18.4,-0.2,2.9,-1.2,1.2,-4.5,2.5,6.6
Cc1ccc(S(=O)(=O)NC2CCCCC2)cc1C(=O)N1CCC(C(N)=O)CC1,-3.1,2.2,0.8,-0.3,0.5,-3.4,2.3,-2.4,-1.6,13.6
N#CCC(=O)Nc1ccc(C(=O)N2CCN(c3ccccn3)CC2)cc1,-5.2,1.0,-4.5,1.6,-1.4,0.1,0.5,-14.8,-0.9,-0.4
O=C(NCCCCc1ccccc1)C1CC(c2cccc([N+](=O)[O-])c2)=NO1 (stereo unspecified),0.7,-2.0,9.1,2.9,-1.0,-0.1,2.2,-47.3,-1.2,0.6
COCCOC(=O)c1c(C)n(C)c2ccc(OC(=O)c3ccccc3F)cc12,3.7,1.9,2.1,-0.6,-0.6,-1.4,-2.3,-2.1,-5.3,6.2
CCOC(=O)c1cnc2c(cnn2C)c1NCCC#N,5.5,2.3,-8.6,2.8,-1.6,0.3,1.8,-0.5,-1.0,-1.7
Cc1ccc(C)c(NC(=S)N2CCCCCC2)c1,21.0,0.3,5.3,-2.1,0.6,-1.9,-1.6,-4.3,-1.4,8.2
Cc1[nH][nH]c(=O)c1C(c1ccccc1[N+](=O)[O-])C(C#N)C#N (stereo unspecified),-2.4,-0.5,-4.9,10.4,-0.6,-0.8,-1.5,10.9,-5.3,4.0
O=C(COC(=O)COc1ccc2c(c1)CCC2)Nc1ccccc1C(F)(F)F,/,5.3,19.3,-7.8,-0.1,3.0,-0.9,-8.7,2.9,-12.7
O=C(c1cc2c(=O)n3ccccc3nc2s1)N1CCN(c2cccc(Cl)c2)CC1,-2.9,-1.5,-20.2,7.5,-1.4,-1.3,0.7,-3.1,-7.9,7.1
CC(C)(O)P(C)(=O)c1ccccc1 (stereo unspecified),-2.6,2.2,7.9,-3.8,0.6,-1.9,-10.2,-4.8,0.5,11.1
Cc1noc(C)c1COc1cccc(C(=O)N(C)Cc2cccs2)c1,-1.8,0.5,3.6,8.1,-0.9,-1.9,3.3,-3.3,-7.7,6.9
CN(C)C(=O)Cn1c(=O)n(C)c2ccccc21,/,-7.7,/,/,-0.6,/,5.7,-5.1,-2.1,/
COc1ccc(NC(=O)CN2CCc3ccccc3C2)cc1S(=O)(=O)N1CCOCC1,5.4,-4.6,-16.1,2.9,0.0,50.9*,-7.0,-25.1,3.3,-344.6
Cc1ccc(S(=O)(=O)N(C)/N=C/C=C/c2ccccc2)cc1,-3.6,2.9,-21.4,6.2,-0.2,0.8,-3.4,-10.0,5.8,-4.3
CC(=O)N1CCOc2ccc(S(=O)(=O)Nc3ccc(Cl)cn3)cc21,-0.3,-3.8,-13.6,-2.9,-1.5,-4.2,-2.3,3.0,-2.8,20.6

# More structures:
SMILES,CAL PDZ FP,V-ATPase pH,HTR5A inv ctr,HTR5A ag,C-LANA FP,MOR-DOR ag,Keap1 Nrf2 FP,RTF Ca sens inh,RTF Ca sens act,OPRM1-OPRD1 inv
O=C1CC(NCc2ccncc2)C(=O)N1c1ccc(Cl)cc1 (stereo unspecified),-1.7,-1.8,-4.0,0.6,-2.1,-1.8,-2.8,-1.1,-3.4,9.2
COc1ccccc1CNC(=O)N1CCN(c2ccccc2)CC1,-6.6,5.1,-23.5,7.9,0.9,0.2,-4.0,-6.7,-7.1,-1.3
CCOc1ccc(NC(=O)COC(=O)CSCC(=O)Nc2ccc(C)cc2C)cc1,0.8,2.2,10.6,-4.2,-0.7,-3.9,-3.5,-4.1,2.2,15.1
O=C(C[C@H]1C[C@H](C(=O)N2CCOCC2)[C@@]2(CCC3CCCC3)c3[nH]c4ccc(Cl)cc4c3CCN2C1=O)NCCCn1ccnc1,-4.0,-3.3,-14.9,4.3,1.5,-2.0,4.4,-7.6,0.1,9.9
COc1ccc(C(=O)Nc2cccnc2Sc2ccc(Cl)cc2)cc1,-0.4,-1.9,/,/,0.5,/,-1.5,/,/,/
Cc1ccc(C(=O)Nc2nnc(S(=O)(=O)Nc3ccccc3C)s2)cc1C,-6.8,-3.5,-4.7,-1.9,-0.4,-0.2,-1.6,1.1,0.3,1.4
O=C(CN1CCCCCCC1)N/N=C/c1ccc(F)c(F)c1,3.3,3.4,-16.1,4.1,0.0,5.7,-6.3,-16.1,14.9,-29.4
O=C(Nc1ccc(S(=O)(=O)N2CCOCC2)cc1)c1nn(-c2ccc(F)cc2)ccc1=O,-5.0,-1.7,11.0,-7.2,-0.6,-1.2,0.1,-2.5,-2.2,6.0
CCOc1ccc(N2CC(C(=O)Nc3nnc(Cc4ccc(OC)cc4)s3)CC2=O)cc1 (stereo unspecified),-5.4,4.1,-17.2,6.1,0.8,-0.3,-0.1,0.9,-0.7,1.6
CCOc1ccc(CCNC(=O)c2ccc(N3CCCC3=O)cc2)cc1OCC,-0.5,-4.0,-1.0,0.4,0.2,-1.8,1.5,1.3,2.1,10.8
O=C(NCCn1cccn1)c1ccc(OC2CCN(C(=O)C3CC3)CC2)cc1,2.2,1.3,-16.4,1.3,0.2,-0.5,4.1,-11.3,-5.7,3.5
COc1cccc(CN(C)C(=O)C2CCC(=O)N(Cc3cccc(F)c3)C2)c1 (stereo unspecified),-3.1,-3.1,-19.4,-1.4,-0.9,0.0,0.3,-12.5,-6.6,-0.2
COc1cccc(-c2nnc(SCCOc3ccc4c(C)cc(=O)oc4c3)o2)c1,-2.0,4.4,1.8,-2.4,0.9,-1.4,-8.0,-7.1,0.7,7.6
O=C(NC(=S)Nn1cnnc1)c1ccc(F)cc1Cl,-1.3,-1.4,-1.1,7.3,-0.1,-0.4,-4.3,-13.7,-2.4,3.1
CCOC(=O)N1CCC(N2CCCC(CO)(Cc3ccccc3C)C2)CC1 (stereo unspecified),-2.0,-2.2,0.7,-0.2,1.0,14.1,-6.8,-17.1,3.5,-72.0
O=C(NCC1COc2ccccc2O1)c1cc(S(=O)(=O)N2CCOCC2)c(Cl)cc1Cl (stereo unspecified),-3.3,3.8,-1.3,1.9,2.9,3.0,0.4,-7.5,0.6,-20.1
Cc1noc(C)c1CCC(=O)N1CCCC(N2CCN(c3ccc(F)cc3)CC2)C1 (stereo unspecified),-1.2,-0.4,7.4,-0.4,-0.8,0.3,-2.6,-7.7,2.7,-1.7
COc1cccc(NC(=O)CCc2nnc3ccc(NCc4ccco4)nn23)c1,5.3,1.9,13.3,-1.5,0.9,-0.6,-1.7,-15.6,2.8,3.2
CCN(CC)c1ccc(/C=C2\C(=O)N(c3nnc(C)c(=O)[nH]3)N=C2C)cc1,-3.6,0.5,15.0,-5.5,-3.8,-3.0,-25.8,2.3,4.9,16.1
C/C(=N/OC(=O)c1ccc(C)cc1)C(=O)c1ccc(Br)cc1,-7.4,-3.3,23.8,2.6,-0.1,-1.9,-3.0,4.1,0.6,9.8
O=C(COc1ccccc1F)N1N=C(c2cccs2)CC1c1ccco1 (stereo unspecified),7.4,1.9,-6.3,-1.2,2.1,1.9,-4.2,-5.6,-9.0,-10.3
S=c1[nH]nc(Cc2n[nH]c(=S)n2-c2ccccc2)n1-c1ccccc1,1.2,0.8,9.8,-2.6,-0.5,-1.2,-3.3,-7.5,-0.2,6.0
Cc1ccc(-c2nc3cc(NC(=O)C(C)C)ccc3o2)cc1C,-2.5,2.7,2.3,1.9,0.2,2.3,2.8,-7.1,-2.4,-11.4
CC(Oc1cc2oc(=O)c3c(c2cc1Cl)CCC3)C(=O)N1C[C@H]2C[C@@H](C1)c1cccc(=O)n1C2 (stereo partly specified),-6.5,0.2,27.3,6.7,0.0,-2.7,-0.1,-5.8,3.3,13.7
COc1cccc(NC(=O)CSc2ccc(-c3sc(C)nc3C)nn2)c1,-3.9,-2.0,-6.5,6.5,-0.5,-1.3,0.0,-2.1,-5.2,7.0
O=C(/C=C/c1cccc(F)c1)OCC(=O)N1CCCc2ccccc21,0.6,0.3,4.5,-1.5,2.5,1.6,1.1,0.5,-6.9,-10.3
Cc1cccc(C(=O)c2c(N)sc3c2CCCC3)c1,-1.8,1.1,6.8,5.2,0.6,-2.9,-1.5,10.0,-16.3,14.6
COc1ccc(C2CC(=O)c3cnc(NC(=O)c4ccccc4)nc3C2)c(OC)c1 (stereo unspecified),-3.5,-1.9,-17.1,4.7,-0.9,2.5,-5.4,6.4,-12.3,-13.5

# Results in HTR5A inv ctr and C-LANA FP, for 2 of the compounds above:
molecule	HTR5A inv ctr	C-LANA FP
COc1ccc(C2CC(=O)c3cnc(NC(=O)c4ccccc4)nc3C2)c(OC)c1 (stereo unspecified)	-17.1	-0.9
CC(Oc1cc2oc(=O)c3c(c2cc1Cl)CCC3)C(=O)N1C[C@H]2C[C@@H](C1)c1cccc(=O)n1C2 (stereo partly specified)	27.3	0.0

# Bioassay records deposited in PubChem BioAssay by several laboratories.
